Bioassay records as filed in PubChem BioAssay.
Arr AP2 block: human beta-arrestin and AP2 interaction inhibition | inhibition, % at 10 µM | AID 504490 | hit rate 0.31% among 340,000 | FITC-arrestin peptide / GST-AP2 beads, flow cytometry; AP2 beta2 appendage carries R879A mutation;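 active means inhibition above a set limit, near 3 SD of compounds lacking own fluorescence, cut at about 54% in these data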;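 further: plate controls were DMSO wells for no effect and 5 µM unlabelled arrestin peptide for full effect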
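System: GST-AP2 R879A bound to glutathione beads, E. coli-expressed. Also added: 50 nM FITC-arrestin peptide. Schedule: compound with beads 12 min RT, then probe 1 h RT. Signal: bead flow cytometry, FITC channel. Read-out basis: percent response.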
PKA-R1A act: activates the PKA-R1A holoenzyme complex. PKA-R1A dissociation, Cy5-IP20 fluorescence polarization; scaled: DMSO 0%, 113 µM cGMP 100%. hit rate 0.083% among 340,000. AID 504707. P00514+P68181. activation, % at 11.4 µM;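 active means percent activation above the mean of all tested compounds plus 3 SD, cut at about 19% in these data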;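 further: higher means more PKAc released from R1A so a rise in polarization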
DAGLB inhibitor: blocks human DAGLB lipase activity; hit rate 0.059% among 340,000; AID 504411; Q8NCG7; HEK293T DAGLB membrane lysate, EnzChek fluorogenic substrate; inhibition, % at 5.17 µM; in the data active means inhibition above about 34%;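 further: 0% = enzyme with vehicle and 100% = wells lacking enzyme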
HTR5A inv ctr: counter-screen for OPRM1-OPRD1 inverse agonists: human HTR5A inverse agonism | hit rate 0.083% among 340,000 | HTR5A cell line, luminescence | P47898 | inhibition, % at 9.3 µM; in the data active means inhibition mostly above about 23%, no sharp cut-off; inactive means mostly below about 18%;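 further: 0% = cells with DMSO and 100% = no-cell wells with DMSO; some compounds called inactive have numbers as strong as hits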
HTR5A ag ctr: activates human HTR5A in OPRM1-OPRD1 agonist counter-screen; P47898; HTR5A agonist assay, luminescence, cell-based; activation, % at 9.3 µM; hit rate 0.61% among 340,000; AID 504692; in the data active means activation mostly above about 9.5%, no sharp cut-off; inactive means mostly below about 7.6%;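 further: 0% = cells with vehicle only and 100% = reference agonist; strong numbers were not always called active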
OPRM1-OPRD1 inv: inverse agonists of human mu-delta opioid receptor heterodimerization; P35372+P41143; cell-based MOR-DOR heterodimer luminescence, inverse agonism; inhibition, % at 9.3 µM; hit rate 0.21% among 340,000; AID 504357; in the data active means inhibition above about 22%, passing the limit was not always enough;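 further: 0% = cells with DMSO and 100% = wells without cells with DMSO; values of inactives mirror those of a sister screen read the other way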
Target sequence (P35372 whole entry, looked up): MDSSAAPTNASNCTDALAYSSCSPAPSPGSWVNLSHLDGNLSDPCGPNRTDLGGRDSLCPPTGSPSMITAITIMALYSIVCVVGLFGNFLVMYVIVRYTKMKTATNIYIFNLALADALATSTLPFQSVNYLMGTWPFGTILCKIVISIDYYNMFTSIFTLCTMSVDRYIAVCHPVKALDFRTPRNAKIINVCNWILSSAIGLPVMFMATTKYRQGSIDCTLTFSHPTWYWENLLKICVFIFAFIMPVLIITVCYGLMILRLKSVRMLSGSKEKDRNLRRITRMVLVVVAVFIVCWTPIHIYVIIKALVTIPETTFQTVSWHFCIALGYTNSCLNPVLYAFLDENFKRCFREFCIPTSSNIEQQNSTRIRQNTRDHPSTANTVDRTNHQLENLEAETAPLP
Target sequence (P41143 whole entry, looked up): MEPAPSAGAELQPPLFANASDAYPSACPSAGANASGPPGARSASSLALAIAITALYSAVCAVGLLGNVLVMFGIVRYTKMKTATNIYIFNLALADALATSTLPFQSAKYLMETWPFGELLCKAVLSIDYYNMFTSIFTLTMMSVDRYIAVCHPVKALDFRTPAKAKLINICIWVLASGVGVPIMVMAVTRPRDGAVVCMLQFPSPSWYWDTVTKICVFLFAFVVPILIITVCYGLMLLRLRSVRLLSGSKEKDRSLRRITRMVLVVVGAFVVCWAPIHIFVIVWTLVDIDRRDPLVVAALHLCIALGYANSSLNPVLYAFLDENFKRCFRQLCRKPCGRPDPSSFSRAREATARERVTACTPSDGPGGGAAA
V-ATPase pHluor: alters yeast V-ATPase proton transport; AID 504577; S. cerevisiae, pHLuorin cytosolic pH fluorescence; hit rate 0.37% among 350,000; response, % at 10 µM; in the data active means response mostly above about 7.3%, no sharp cut-off; inactive means mostly below about 5.4%; further: actives read high; inactives centre near 0; some compounds called inactive have numbers as strong as hits; reference of the scale not given here
PKA-R2B act: PKA-R2B complex activation; P22694+P31323; AID 504700; activation, % at 11.4 µM; PKA-R2B holoenzyme dissociation, Cy5-IP20 fluorescence polarization; R2B truncated from residue 108, S112A mutant; 0% DMSO only, 100% 113 µM cGMP; hit rate 0.079% among 340,000;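 active means activation above a cutoff set at the mean over all compounds plus 3 SD, cut at about 18% in these data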;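 further: higher means more holoenzyme dissociation and a rise in polarization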
MOR-DOR ag: agonists of human mu-delta opioid receptor heterodimerization; P35372+P41143; cells, OPRM1-OPRD1 heterodimerization, luminescence; activation, % at 9.3 µM; hit rate 0.3% among 340,000; AID 504326; in the data active means activation above about 18%;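 further: 0% = vehicle-treated cells and 100% = reference agonist; values of inactives mirror those of a sister screen read the other way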
DSG3 Ab inh: human desmoglein-3 autoantibody binding inhibition; AID 588358; binding (percent of control), % at 10 µM; hit rate 0.48% among 310,000; DSG3-coupled beads, scFv-anti-DSG3-GFP binding, flow cytometry; active compounds read low;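 active means binding more than 3 SD below its plate's average and above zero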;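 further: hits lower antibody fragment binding to DSG3; some compounds called inactive have numbers as strong as hits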
* = called active by the depositor; x = not tested or not shown. Compounds as they come; 2.4% or so of the library scored in one or more.

Structure	Arr AP2 block	PKA-R1A act	DAGLB inhibitor	HTR5A inv ctr	HTR5A ag ctr	OPRM1-OPRD1 inv	V-ATPase pHluor	PKA-R2B act	MOR-DOR ag	DSG3 Ab inh
Cc1cc(S(=O)(=O)Nc2ccc(C(=O)NCCN3CCOCC3)cc2)ccc1F	x	0	-6	x	x	x	1	-3	x	106
Cc1ccc(-n2c(C)nn(Cc3ccc([N+](=O)[O-])cc3)c2=O)cc1	4	0	1	-19	4	13	1	-4	-2.8	115
CCc1ccc(NC(=O)CSc2nnc(Cc3cccn3C)n2-c2ccc(OC)cc2)cc1	2	9	-2	9	-3	3	0	0	-0.5	111
Nc1nc(-c2cc(O)ccc2[N+](=O)[O-])cc(-c2ccccc2)c1[N+](=O)[O-]	20	-9	9	-6	2	-37	0	-13	7.4	115
c1coc(CNc2c3c(nc4ncnn24)CCCC3)c1	7	-11	4	0	0	8	-5	-18	-1.4	89
Cc1cc(C)cc(NS(=O)(=O)c2ccc3c(c2)C(C)(C)C(=O)N3C)c1	9	0	-4	-3	1	-4	2	-3	0.8	116
Cc1nn(Cc2ccc(Cl)c(Cl)c2)c(C)c1NC(=O)c1sc2ccccc2c1Cl	-2	-11	-10	9	3	-9	-3	-6	1.5	98
COc1cc(OC)c(NC(=S)NCc2ccccc2)cc1Cl	4	6	1	5	4	-3	0	2	0.6	x
Cc1ccc(N2C(=O)c3cccc([N+](=O)[O-])c3C2=O)cc1C	36	3	-2	32	4	2	-2	5	-0.5	x
CCNS(=O)(=O)c1ccc(C(=O)Nc2ccccc2)cc1	6	8	0	-2	1	7	-5	-2	-1.4	98
CN(CC(O)COC(c1ccccc1)c1ccccc1)C1CCCCC1 (configuration not stated)	0	6	0	-16	6	6	0	8	-1.1	105
C=CCNc1nc(Nc2ccc([N+](=O)[O-])cc2)nc(N2CCCC2)n1	0	2	1	2	-1	9	-5	-8	-1.2	90
CC(=O)Nc1ccc(NC(=O)C(C)OC(=O)C2CCC2)cc1 (configuration not stated)	25	0	1	-8	3	3	2	-5	-0.5	101
CC#CCCCC(=O)Nc1ccccc1C(=O)O	1	-10	2	-2	-3	14	-3	0	-2.8	97
O=C(/C=C/c1ccco1)N/C(=C\c1ccccc1)C(=O)NCCc1nc2ccccc2[nH]1	4	-7	-1	13	5	10	4	-18	-2.1	x
CCOC(=O)C1(CCc2ccccc2)CCN(C(=O)CCc2cnccn2)CC1	-8	-8	-1	0	-3	4	2	-12	-0.8	x
COc1ccc(NC(=O)c2ccc(CN3CCc4ccccc4C3)cc2)c(OC)c1	28	-9	-6	12	-3	7	-2	-3	-1.4	114
COc1ccc(C)cc1NC(=O)CCc1c(C)nn(-c2ccc(N3CCCCC3)nn2)c1C	-9	0	-2	-9	-3	4	3	-3	-0.8	89
CC(=O)Nc1ccc(NC(=O)C(C)OC(=O)/C=C/c2ccc3c(c2)OCO3)cc1 (configuration not stated)	-1	8	2	2	-3	20	3	4	-4.2	100
Nc1nnc(CC(=O)N/N=C\c2cc([N+](=O)[O-])ccc2O)s1	5	-2	4	26	5	4	-4	8	-0.6	86
CCOC(=O)C1CCCN(S(=O)(=O)c2cccc3cccnc23)C1 (configuration not stated)	0	4	3	-3	-6	7	2	-6	-1.4	x
CN1CCN(c2nc(-c3ccccc3)nc(-c3ccc(F)cc3)c2C#N)CC1	10	2	-5	-6	2	11	2	3	-2.2	100
CCOC(=O)CC(=O)NC1(Cc2ccc(O)cc2)CCCCC1	-3	-18	0	9	-3	12	1	-4	-2.3	95
COc1ccc(N(C(=O)C2CCCCC2)S(=O)(=O)c2cccc3cccnc23)cc1	37	1	-7	4	-9	9	0	-11	-1.8	103
O=C(c1ccccc1)c1ccc(C(=O)N2CCCC(C(F)(F)F)C2)cc1 (configuration not stated)	29	-10	3	-9	3	-15	3	-7	3.0	105
COc1cc(/C=N/NC(=O)C2CCN(CC(O)COCc3ccccc3)CC2)ccc1O (configuration not stated)	17	-14	-3	17	3	3	1	-8	-0.4	99
O=C(NCCN1CCN(C(=O)c2ccc(F)cc2)CC1)C(=O)NCc1ccccc1	3	-3	0	-25	4	3	-1	1	-0.4	103
Cc1cc(NC(=O)NCc2ccccc2)c(=O)n(Cc2ccc(F)cc2)c1	37	-2	-1	-8	2	6	1	-7	-1.3	102
Cc1ccc(-c2nnnn2CS(=O)(=O)c2ccccc2)cc1	9	6	-1	11	1	12	-5	2	-2.2	107
CCC(=O)N1CCN=C1SCc1c(F)cccc1Cl	48	11	-1	-18	-1	10	-6	3	-1.9	107
CC1CN(CC(=O)NCc2ccc(Cl)cc2)CC(C)O1 (configuration not stated)	10	-8	0	9	-2	14	-1	0	-2.9	96
COc1ccc(OCCOCC(O)CN2CCOCC2)cc1 (configuration not stated)	4	0	-1	-7	3	6	3	-5	-1.2	95
O=C(c1ccc(Cl)cc1)c1ccccc1C(=O)N1CCOCC1	-3	5	0	2	0	6	0	-4	-1.1	104
CCOC(=O)c1cc(-c2cccnc2)nn1-c1ccccn1	23	-7	-4	2	0	17	-1	5	-3.9	x
O=C(COC(=O)c1cccc(Oc2ccccc2)c1)NCc1ccco1	-5	-1	-7	4	2	15	0	-14	-2.6	81
CCCCN(C)S(=O)(=O)c1cc2c3c(c1)CCC(=O)N3CCC2	9	-5	2	-16	0	19	-5	-3	-3.7	107
CC(=O)N(c1nc(CCl)cs1)c1cccc(C)c1C	8	3	-6	23	3	-1	0	-7	0.2	109
CCCCC1CC(CSC(=N)N)OC1=O (configuration not stated)	-6	-5	0	-20	7	4	3	0	-0.7	102
COc1cc2c(Cc3ccccc3)cncc2cc1O	15	-10	1	-4	1	-8	-4	7	1.5	91
c1ccc(C(c2ccccn2)c2ccccn2)cc1	2	5	3	-4	2	9	-2	-8	-1.7	109
COc1cc(C)c2c(c1C=O)Oc1c(c(C)c(O)c3c1C(O)OC3=O)OC2=O (configuration not stated)	26	4	24	17	6	5	5	-12	-0.8	102
Cc1ccc(NC(=O)Cn2c(=O)ccn(Cc3ccccc3)c2=O)cc1S(=O)(=O)N1CCOCC1	15	-7	-1	-18	5	8	1	-4	-1.4	101
O=C(COC(=O)CCc1ccc(S(=O)(=O)N2CCOCC2)cc1)NC(=O)NC1CCCCC1	-31	5	2	-15	8	-7	2	-1	1.2	103
CC(C)NC(=O)NC(=O)COC(=O)c1ccc(F)cc1F	14	-13	-1	10	-4	-5	0	-2	0.8	101
O=C(Nc1cccnc1)Nc1cccc(F)c1	23	-3	1	3	-1	2	0	-1	-0.4	114
O=C(Cn1c(CN2CCCCC2)nc2ccccc2c1=O)NC1CCCCC1	1	5	2	-14	4	-2	2	5	0.3	105
CCOC(=O)c1oc2ccccc2c1CSc1nnc(-c2ccco2)o1	-2	-8	-3	-5	-4	-9	0	10	1.7	101
Cn1c(CNC(=O)Nc2ccccc2Cl)nnc1SCc1ccccc1	6	-6	1	-3	-2	3	3	0	-0.6	104
COC(=O)N/N=C(\C)c1ccccc1Br	-2	6	-4	7	-4	0	-2	-6	-0.1	98
O=C(COc1ccc(-n2cnnn2)cc1)N1CCN(c2ccc(F)cc2)CC1	7	0	1	-8	-2	13	2	-5	-2.2	102

The final 6 records of the part above come first, to join the parts.
Structure	Arr AP2 block	PKA-R1A act	DAGLB inhibitor	HTR5A inv ctr	HTR5A ag ctr	OPRM1-OPRD1 inv	V-ATPase pHluor	PKA-R2B act	MOR-DOR ag	DSG3 Ab inh
O=C(Nc1cccnc1)Nc1cccc(F)c1	23	-3	1	3	-1	2	0	-1	-0.4	114
O=C(Cn1c(CN2CCCCC2)nc2ccccc2c1=O)NC1CCCCC1	1	5	2	-14	4	-2	2	5	0.3	105
CCOC(=O)c1oc2ccccc2c1CSc1nnc(-c2ccco2)o1	-2	-8	-3	-5	-4	-9	0	10	1.7	101
Cn1c(CNC(=O)Nc2ccccc2Cl)nnc1SCc1ccccc1	6	-6	1	-3	-2	3	3	0	-0.6	104
COC(=O)N/N=C(\C)c1ccccc1Br	-2	6	-4	7	-4	0	-2	-6	-0.1	98
O=C(COc1ccc(-n2cnnn2)cc1)N1CCN(c2ccc(F)cc2)CC1	7	0	1	-8	-2	13	2	-5	-2.2	102
COc1cc(C(=O)NNc2nc3cc4c(cc3s2)OCO4)cc(OC)c1OC	6	-3	5	5	5	-12	8	-4	2.0	95
CC(=O)N(c1cc(C)ccc1C)c1ccccc1[N+](=O)[O-]	2	-13	-3	-14	4	3	-2	0	-0.7	128
CCOC(=O)C1C(=O)C=C(N2CCOCC2)CC1c1cccc(OC)c1 (configuration not stated)	28	-2	0	15	3	10	3	-3	-1.8	97
Cc1ccc(CN2CCN(/N=C/c3cc(Br)cc(Br)c3O)CC2)cc1	3	-5	-3	-6	-3	-1	5	-9	0.2	x
Cc1cc(NC(=O)CSc2nncn2N)no1	0	1	0	4	-1	6	0	3	-1.1	104
COC(=O)c1cc(Cl)cc2c(CCO)c[nH]c12	8	4	0	3	-1	6	1	-1	-1.2	102
Cc1cc(C)c2ccc(/C=N/O)nc2c1O	16	4	2	-33	2	-17	0	-3	3.2	89
O=C(CN(c1ccc(F)cc1)S(=O)(=O)c1ccc2c(c1)OCCO2)NCc1ccncc1	9	-19	0	-6	0	11	-2	-12	-2.2	128
N#Cc1c(N2CCSCC2)nsc1-c1ccccc1Cl	3	0	-11	4	-1	-8	1	0	1.9	96

For convenience, two of the compounds above:
Structure	Arr AP2 block	PKA-R1A act	DAGLB inhibitor	HTR5A inv ctr	HTR5A ag ctr	OPRM1-OPRD1 inv	V-ATPase pHluor	PKA-R2B act	MOR-DOR ag	DSG3 Ab inh
O=C(CN(c1ccc(F)cc1)S(=O)(=O)c1ccc2c(c1)OCCO2)NCc1ccncc1	9	-19	0	-6	0	11	-2	-12	-2.2	128
N#Cc1c(N2CCSCC2)nsc1-c1ccccc1Cl	3	0	-11	4	-1	-8	1	0	1.9	96
